Screening results: PubChem BioAssay, several laboratories
ssDAF12 agonist = S. stercoralis DAF-12 nuclear receptor activators, primary screen, cell-based, luminescence, HEK293, GRIP1 co-expression, lit1-tk-luc; Nuclear hormone receptor DAF-12 (Strongyloides stercoralis); HEK293 ssDAF-12/GRIP1 lit1-tk-luc reporter; % of 3 µM dafachronic acid response; activation, % at 6.8 µM; actives 1% (n = 370,000); AID 652126, 2013;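 active = activation above the mean over all tested compounds plus 3 SD, cut at about 0.9% in these data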;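 note: 0% = DMSO-only wells and 100% = 3 µM delta7-dafachronic acid wells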
hgDAF12 agonist = H. glycines DAF-12 receptor agonists, primary screen, cell-based, luminescence, HEK293, GAL4 fusion, UAS-luciferase; AID 687014, 2013; HEK293 GAL4-hgDAF12 UAS-luciferase reporter, agonist luminescence; normalized to butyrate control; Nuclear hormone receptor DAF-12 (Heterodera glycines), GAL4 fusion; activation, % at 6.8 µM; actives 1.8% (n = 370,000);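 active = activation above a cutoff set at the mean of all screened compounds plus 3 SD, cut at about 10% in these data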;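 note: 0% = DMSO wells and 100% = sodium butyrate wells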
hcDAF-12 act = H. contortus DAF-12 nuclear receptor activators, primary screen, cell-based, luminescence, HEK293, lit1-tk-luc reporter. activation, % at 6.8 µM. AID 652067, 2013. actives 1.4% (n = 370,000). HEK293 hcDAF-12 lit1-tk-luc reporter; 0% DMSO, 100% Δ7-dafachronic acid;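 active = activation above the mean of all tested compounds plus 3 SD, cut at about 5.5% in these data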;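 note: 100% = response to 3 µM Δ7-dafachronic acid high control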
PLC-gamma1 inh = PLC-gamma1 enzyme inhibitors, primary screen, biochemical, fluorescence, purified enzyme; 1-phosphatidylinositol 4,5-bisphosphate phosphodiesterase gamma-1 (Homo sapiens), P19174; fluorogenic substrate; inhibition, % at 12.2 µM; actives 0.84% (n = 370,000); AID 720700, 2013; in the data active = inhibition above about 9.5%
DAX1 inh-1 = DAX1 (NR0B1) inhibitors, primary screen, cell-based, HEK293, Gal4-DAX1, luciferase luminescence. Nuclear receptor subfamily 0 group B member 1 (Homo sapiens), P51843. AID 504766, 2011. inhibition, % at 6.75 µM. HEK293 Gal4-DAX1 luciferase reporter. actives 0.99% (n = 340,000);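 active = inhibition above the mean over all tested compounds plus 3 SD, cut at about 4.2% in these data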;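 note: 0% = DAX1-transfected cells with DMSO and 100% = empty-vector control cells with DMSO; inhibition shows as a rise in luminescence from relieved DAX1 repression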
Target sequence (P51843 207-470 limits assumed): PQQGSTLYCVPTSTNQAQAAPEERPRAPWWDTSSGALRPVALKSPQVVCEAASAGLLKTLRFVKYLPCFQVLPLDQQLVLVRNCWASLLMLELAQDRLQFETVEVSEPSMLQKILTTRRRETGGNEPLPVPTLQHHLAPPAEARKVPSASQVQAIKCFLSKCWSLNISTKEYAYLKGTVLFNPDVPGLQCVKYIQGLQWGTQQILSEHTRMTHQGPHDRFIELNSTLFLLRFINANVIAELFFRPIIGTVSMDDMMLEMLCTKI
PLCb3 inh = human PLC-beta3 inhibitors, primary screen, biochemical, fluorescence. 1-phosphatidylinositol 4,5-bisphosphate phosphodiesterase beta-3 (Homo sapiens), Q01970. Purified PLC-beta3, fluorogenic substrate. inhibition, % at 12.2 µM. actives 0.18% (n = 370,000). AID 720704, 2013; in the data active = inhibition above about 11%;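 note: 0% = median of compound wells on plate and 100% = full blocker control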
DAX1 inh-2 = DAX1 (NR0B1) inhibitors on StAR promoter, primary screen, cell-based, luminescence, SF-1 (NR5A1), full-length DAX-1; HEK293T StAR-luciferase reporter, SF-1/DAX-1 repression relief; actives 1.1% (n = 370,000); inhibition, % at 6.8 µM; AID 652010, 2013;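 active = inhibition above the mean over all tested compounds plus 3 SD, cut at about 3.6% in these data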;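 note: 0% = DAX-1 cells with DMSO and 100% = cells lacking DAX-1 with DMSO; higher inhibition means more luminescence from relief of DAX-1 repression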
MBD2 inh = inhibitors of MBD2 binding to methylated DNA, primary screen, biochemical, TR-FRET, DNA-binding domain, human. AID 686964, 2013. MBD2 binding to methylated oligonucleotide. Methyl-CpG-binding domain protein 2 (Homo sapiens), Q9UBB5. inhibition, % at 4.4 µM. actives 0.31% (n = 370,000); in the data active = inhibition above about 13%
Target sequence (Q9UBB5 whole entry, looked up, the tested form may be a part): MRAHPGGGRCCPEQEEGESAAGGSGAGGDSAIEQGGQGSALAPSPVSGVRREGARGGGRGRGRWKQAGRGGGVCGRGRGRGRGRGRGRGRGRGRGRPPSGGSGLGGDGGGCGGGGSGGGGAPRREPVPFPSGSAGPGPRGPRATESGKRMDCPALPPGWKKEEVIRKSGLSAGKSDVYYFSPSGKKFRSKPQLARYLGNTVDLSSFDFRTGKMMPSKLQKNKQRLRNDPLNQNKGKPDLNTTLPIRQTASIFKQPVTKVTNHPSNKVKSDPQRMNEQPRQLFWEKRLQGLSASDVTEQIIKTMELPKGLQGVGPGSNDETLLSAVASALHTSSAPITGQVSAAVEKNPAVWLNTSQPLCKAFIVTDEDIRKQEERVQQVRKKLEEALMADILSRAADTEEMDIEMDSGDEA
NR1D1 modulator = modulators of Rev-erb alpha DNA binding, primary screen, biochemical, FITC-DNA, fluorescence polarization, uHTS; AID 1259318, 2017; actives 0.79% (n = 370,000); activity, % at 10 µM; Rev-erbα–FITC-DNA binding, 90 min;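 active = activity above about 14%, limit read from the data; passing the limit was not always enough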;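 note: 0% = DMSO wells with 35 nM protein and 100% = DMSO wells with 750 nM protein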
ADAM17 inh = ADAM17 inhibitors, primary screen, biochemical, QFRET; Disintegrin and metalloproteinase domain-containing protein 17 (Homo sapiens), P78536; recombinant ADAM17, EDANS/DABCYL FRET peptide cleavage; inhibition, % at 6.95 µM; actives 0.83% (n = 370,000); AID 720648, 2013;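 active = inhibition above the mean of compounds lying between control limits plus 3 SD, set per campaign, cut at about 8.5% in these data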;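 note: 0% = DMSO-only wells as the low control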
SMARCA2 activ = SMARCA2 (BRM) function activators, primary screen, cell-based, luminescence, high throughput; MG213 cells, MMTV-luciferase reporter, dexamethasone, overnight; actives 1% (n = 370,000); activation, % at 9.1 µM; in the data active = activation above about 7.8%;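 note: 0% = vehicle wells and 100% = reference activator wells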
Active calls of the source: *.

Order of results: ssDAF12 agonist	hgDAF12 agonist	hcDAF-12 act	PLC-gamma1 inh	DAX1 inh-1	PLCb3 inh	DAX1 inh-2	MBD2 inh	NR1D1 modulator	ADAM17 inh	SMARCA2 activ
[1] CC(=O)Nc1ccc(-c2cc(NC(C)=O)n(-c3ccccc3)n2)cc1
 : -0.9	1.7	-1.3	-5	-0.2	-5	-0.5	-2	-6	-3	1
[2] COc1ccc(S(=O)(=O)N2CCc3ccccc32)cc1C(=O)NCCc1ccc(S(N)(=O)=O)cc1
 : -0.8	6.8	-0.7	-3	0.2	1	-1.1	4	5	-1	-2
[3] Cc1sc2nc(CSc3nnc(Cc4cccs4)n3C3CCCCC3)[nH]c(=O)c2c1C
 : -1.4	1.1	1.6	-12	0.1	-13	-0.3	4	2	-4	0
[4] COc1ccc(/C=C2\N=C(C)OC2=O)cc1[N+](=O)[O-]
 : -0.1	-0.1	1.2	1	0.5	-8	-0.1	1	1	-2	-3
[5] C=CCn1c(SCC(=O)N2CCOCC2)nc(O)c(Cc2ccccc2)c1=O
 : -1.0	-0.9	-0.6	-2	0.2	-4	0.2	2	-6	-1	-2
[6] Cc1c(C(=O)NCC(C)(C)N2CCOCC2)oc2ccccc12
 : -0.4	-2.6	0.8	0	0.6	-5	-0.7	3	-2	-6	-1
[7] Cc1ccccc1S(=O)(=O)Cc1ccc(C(=O)NCc2cccs2)o1
 : -1.2	-1.0	-2.2	7	-0.1	4	-0.7	-3	1	4	-3
[8] COc1ccc(/C=N/NS(=O)(=O)c2ccccc2)cc1OS(=O)(=O)c1ccccc1
 : -1.0	-1.6	-1.3	2	0.0	0	0.0	2	2	2	0
[9] COc1ccc(NC(=O)C2CCN(S(C)(=O)=O)CC2)cc1
 : -1.2	-0.2	0.1	1	0.0	3	0.2	-3	6	1	-2
[10] COc1ccc(C2Nc3ccccc3C(=O)N2NC(=O)c2ccccc2)cc1OC (centres undefined)
 : -1.0	3.3	-1.1	-59	0.2	-76	0.0	2	2	-38	4
[11] O=C(/C=C/c1c(Cl)cccc1Cl)Nc1ccncc1
 : -1.6	4.3	0.7	-1	-1.5	0	-0.2	-3	-4	-2	0
[12] CC(C)Cc1csc(=S)[nH]1
 : -1.2	-1.9	-0.1	4	0.9	2	-0.8	4	0	-4	-1
[13] CC(C)CC1Nc2ncnc(N3CCN(c4ccccc4)CC3)c2N(Cc2ccc(Cl)cc2)C1=O (centres undefined)
 : -1.8	1.1	-0.3	-6	-0.6	-10	0.0	1	4	-8	0
[14] Clc1ccc(COc2ccccc2CNCc2cccnc2)cc1
 : -1.6	0.5	-2.8	1	-1.2	0	0.6	2	3	-3	-1
[15] CCOC(=O)c1c(NC(C)=O)sc(/C(C)=N/Nc2ccc(C(=O)O)cc2)c1C
 : -1.7	0.7	0.4	-42	-3.3	-72	-0.6	4	2	0	-2
[16] Cc1ccc(-n2nnnc2-c2cccnc2)cc1
 : -1.8	1.9	-1.1	4	0.4	-4	0.1	-10	-2	-1	1
[17] CCCCCCCCCCCCCCC(O)C[N+](C)(CCO)CCO (centres undefined)
 : -1.1	-1.9	-0.7	3	-0.7	3	-1.1	4	2	-4	-3
[18] COc1ccc(C(=O)Nc2ccc3ccccc3c2)cc1OC
 : -0.5	12*	2.1	-1	2.1	-2	1.8	-2	-3	-1	5
[19] CN1CCN(C(CNS(=O)(=O)c2ccc(Br)cc2)c2ccc3c(c2)OCO3)CC1 (centres undefined)
 : -1.5	0.7	-1.3	1	0.9	1	0.0	-6	1	-4	-2
[20] O=C(Nc1nc2c(s1)CCCC2)c1ccc(N2C(=O)CCC2=O)cc1
 : -0.6	4.4	4.0	-3	0.5	-8	4.2*	-5	-4	1	3

Other results follow.
Order of results: ssDAF12 agonist	hgDAF12 agonist	hcDAF-12 act	PLC-gamma1 inh	DAX1 inh-1	PLCb3 inh	DAX1 inh-2	MBD2 inh	NR1D1 modulator	ADAM17 inh	SMARCA2 activ
[21] Cc1nc2c(-c3ccc(F)cc3)c(C)nn2c(C)c1CCC(=O)N1CCC(Cc2ccccc2)CC1
 : -1.2	-2.0	0.8	-7	0.6	-4	0.9	3	2	-4	-1
[22] CC(=O)N1CCC(N(CCCOC(C)C)C(=O)Nc2ccc(Cl)cc2)CC1
 : -1.5	-2.5	0.0	1	-0.6	5	0.1	-3	-3	0	0
[23] Cc1nn(-c2ccccc2)c(Cl)c1/C=N/NC(=O)c1nn(C)cc1[N+](=O)[O-]
 : -1.4	-0.5	-1.5	4	0.3	-4	-0.6	10	-8	-4	1
[24] Cc1ccc(S(=O)(=O)N2CCN(CC(=O)N/N=C\c3cccnc3)CC2)cc1
 : -1.2	0.9	-0.3	2	1.6	4	-0.4	-5	-4	0	0
[25] CCC1=C(OC(=O)N(CC)CC)N2C(=O)OC(=NCC3CC3)[C@]2(C)[C@H]2C1=CC[C@H]1C(=O)NC(=O)[C@H]12
 : -1.3	-0.8	-2.3	0	-0.1	-3	1.0	4	-9	-2	-1
[26] CCN(CC)S(=O)(=O)c1ccc(N2CCOCC2)c(NC(=O)C2CSC3(C)CCC(=O)N23)c1 (centres undefined)
 : -1.0	1.2	1.9	-24	1.4	-35	-0.4	-2	-1	-3	0
[27] COc1ccc(NC(=S)Nc2ccc(F)cc2)cc1
 : -0.7	2.0	1.2	-3	1.0	-10	-0.4	-1	-5	-3	0
[28] CCCc1c(C(=O)N/N=C/c2cccc(OCc3ccc(F)cc3)c2)nnn1-c1nonc1N
 : -0.4	-2.6	1.7	0	0.1	-7	1.0	-1	-4	-2	-3
[29] Cc1ccc(NC(=O)C2CCN(S(C)(=O)=O)CC2)c(C)c1
 : -1.1	-1.3	-1.3	-2	0.6	-2	0.5	0	0	-2	2
[30] Cc1cc(C)n(C(=O)c2ccc(C)c(S(=O)(=O)N3CCCC3)c2)n1
 : -1.1	-2.3	-1.8	7	0.6	9	-0.2	3	5	-1	0
[31] Cc1[nH]n(-c2ccccc2)c(=O)c1N=Nc1ccc(C(N)=O)cc1
 : -1.6	0.9	0.0	-3	-1.1	-4	-0.1	-2	9	-3	-3
[32] COC(=O)CSc1nnc(CCc2nc3ccccc3[nH]2)n1C
 : 0.1	1.1	5.0	-2	0.3	0	0.8	-3	-3	-3	0
[33] CCOc1ccc(-c2[nH]ncc2-c2csc(C)n2)c(O)c1
 : -1.8	-3.8	-3.6	9	-1.6	4	-0.5	-3	-1	4	-2
[34] COC(=O)c1ccc(CNC(=O)C2CCC(=O)N(Cc3cccc(F)c3)C2)cc1 (centres undefined)
 : -0.6	0.9	-1.1	-3	-0.1	-5	-1.3	2	5	-5	1
[35] CC(C)=NOc1cc(NC(=O)CCl)cc([N+](=O)[O-])c1
 : -1.9	-7.5	-5.1	6	-2.0	0	-2.7	5	4	3	-10
[36] CC(O)c1cccc(NC(=O)Nc2cccc(NC(=O)Nc3cccc(C(C)O)c3)c2)c1 (centres undefined)
 : -1.5	1.0	-0.7	-1	0.9	-1	-0.1	8	2	0	-2
[37] COc1ccc2c(c1)c1nc3n(c(=O)c1n2CC(=O)Nc1ccccc1)CCS3
 : -1.1	0.5	-1.9	-3	-0.5	-16	0.0	1	19	-12	3
[38] O=C(NCCc1cccc(C(F)(F)F)c1)C1CCC(=O)N(CCc2cccc(F)c2)C1 (centres undefined)
 : -1.1	-2.8	-1.5	9	0.1	-26	0.1	0	-4	4	4
[39] CCCN(CCC)C(=O)C1CCCN1S(=O)(=O)c1cccc2nsnc12 (centres undefined)
 : -0.6	-0.9	-1.4	7	0.4	-8	0.3	-9	4	3	0
[40] CCOC(=O)CN1C(=O)N[C@@H](CCc2ccccc2)C(C(=O)OC)=C1C
 : -1.6	0.1	-1.9	2	-0.4	0	0.3	-6	-2	-5	-1

Ordered by number of heavy atoms (highest first): part of the list above
Order of results: ssDAF12 agonist	hgDAF12 agonist	hcDAF-12 act	PLC-gamma1 inh	DAX1 inh-1	PLCb3 inh	DAX1 inh-2	MBD2 inh	NR1D1 modulator	ADAM17 inh	SMARCA2 activ
[2] COc1ccc(S(=O)(=O)N2CCc3ccccc32)cc1C(=O)NCCc1ccc(S(N)(=O)=O)cc1
 : -0.8	6.8	-0.7	-3	0.2	1	-1.1	4	5	-1	-2
[26] CCN(CC)S(=O)(=O)c1ccc(N2CCOCC2)c(NC(=O)C2CSC3(C)CCC(=O)N23)c1 (centres undefined)
 : -1.0	1.2	1.9	-24	1.4	-35	-0.4	-2	-1	-3	0
[3] Cc1sc2nc(CSc3nnc(Cc4cccs4)n3C3CCCCC3)[nH]c(=O)c2c1C
 : -1.4	1.1	1.6	-12	0.1	-13	-0.3	4	2	-4	0
[8] COc1ccc(/C=N/NS(=O)(=O)c2ccccc2)cc1OS(=O)(=O)c1ccccc1
 : -1.0	-1.6	-1.3	2	0.0	0	0.0	2	2	2	0
[19] CN1CCN(C(CNS(=O)(=O)c2ccc(Br)cc2)c2ccc3c(c2)OCO3)CC1 (centres undefined)
 : -1.5	0.7	-1.3	1	0.9	1	0.0	-6	1	-4	-2
[15] CCOC(=O)c1c(NC(C)=O)sc(/C(C)=N/Nc2ccc(C(=O)O)cc2)c1C
 : -1.7	0.7	0.4	-42	-3.3	-72	-0.6	4	2	0	-2
[40] CCOC(=O)CN1C(=O)N[C@@H](CCc2ccccc2)C(C(=O)OC)=C1C
 : -1.6	0.1	-1.9	2	-0.4	0	0.3	-6	-2	-5	-1
[1] CC(=O)Nc1ccc(-c2cc(NC(C)=O)n(-c3ccccc3)n2)cc1
 : -0.9	1.7	-1.3	-5	-0.2	-5	-0.5	-2	-6	-3	1
[32] COC(=O)CSc1nnc(CCc2nc3ccccc3[nH]2)n1C
 : 0.1	1.1	5.0	-2	0.3	0	0.8	-3	-3	-3	0
[9] COc1ccc(NC(=O)C2CCN(S(C)(=O)=O)CC2)cc1
 : -1.2	-0.2	0.1	1	0.0	3	0.2	-3	6	1	-2
[35] CC(C)=NOc1cc(NC(=O)CCl)cc([N+](=O)[O-])c1
 : -1.9	-7.5	-5.1	6	-2.0	0	-2.7	5	4	3	-10
